Screening results deposited in PubChem by National Center for Advancing Translational Sciences (NCATS).
aSyn rescue = alpha-synuclein toxicity inhibition in yeast; Potency, µM (top dose mostly 46.1 µM), for the others: at the highest dose growth rescue (activation), usual class: activators; Yeast expressing alpha-synuclein, growth rescue, BacTiter-Glo, 24 h; 370,000 compounds, 0.14% hits; also: potency is read from the fitted curve at half-maximal effect; % of control where 0% means no effect; nearly all actives have a fitted effect of over 65% in size
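Readout is rescue of growth in alpha-synuclein-expressing yeast, so inhibitors of toxicity appear as activators. Growth after 24 hr at 30 deg C in galactose medium is quantified by luminescence.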
PI5P4K alpha inh = PI5P4K alpha (human) kinase inhibition. max response, %. 330,000 compounds, 1.2% hits. PI5P4Kalpha enzyme, ADP-Glo luminescence, 60 min; active compounds read low. P48426. AID 652105; active = max response of -50% or lower; inconclusive = between -30% and -50%; inactive = -30% or higher; also: value at the top dose of about 77 µM; % is scaled to controls: 0 for no effect and ±100 for the full control effect
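Single end-point luminescence (ADP-Glo) quantified ADP from PI5P4Kalpha turnover; ATP 5 microM final, 1 h at RT, 0.1% CHAPS and 0.28 mM EGTA in HEPES pH 7.4.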
WRN helicase inh = blocks human WRN helicase; Q14191; WRN helicase unwinding, fluorescent forked duplex, kinetic; Potency, µM (titrated, usually from 114 µM), without a hit: at the top dose activity change, negative = inhibition, most hits filed as inhibitors; 360,000 compounds, 0.46% hits; also: potency is read from the fitted curve at half-maximal effect; % is scaled to controls: 0 for no effect and ±100 for the full control effect; nearly all actives have a fitted effect of over 55% in size
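Kinetic fluorescence helicase assay: unwinding of a quenched forked DNA duplex (100 nM final) with 2 mM ATP final raises red fluorescence (525/598 nm). Compounds sat 15 min at room temperature with 20 nM WRN beforehand.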
Abeta yeast res = compounds reversing amyloid beta toxicity in yeast; 410,000 compounds, 0.063% hits; yeast expressing A-beta42, growth rescue, OD600, 48 h; response scale: 0% DMSO, 100% iron-clioquinol control; Potency, µM (doses to about 46.1 µM), without a hit: at the top dose growth rescue, most hits filed as activators; AID 1347071; also: potency is read from the fitted curve at half-maximal effect; nearly all actives have a fitted effect of over 55% in size
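Growth rescue measured by 600 nm absorbance after 48 h yeast culture at 30 C with compound. Values normalized between DMSO and an equimolar ferric chloride plus clioquinol control.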
IL-2 act = activators of IL-2 | IL-2 activation reporter assay, cell-based qHTS; stimulated with anti-CD3/CD4/CD28 beads; in transgenic mouse T cells | AID 652025 | 360,000 compounds, 0.065% hits | activation, % (series mostly up to about 46 µM); in the data active = activation above about 50%; inconclusive = mostly about 30% to 49%; also: 0% is about no effect
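Readout is EGFP and DsRed signal by fluorescent plate cytometry after 18 h at 37 degrees C. Transgenic mouse T cells (750/well) received compound for 60 min before bead stimulation (anti-CD3, anti-CD4, anti-CD28); memory T cells served as non-tolerant control.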
EPAC1 ag = activates human EPAC1 exchange factor | EPAC1 agonist qHTS, biochemical assay; response scale: 100% = response to 6.5 mM cAMP | 360,000 compounds, 0.073% hits | Potency, µM (titrated, usually from 154 µM), for the others: at the top dose activation, most hits filed as activators | O95398; also: potency is read from the fitted curve at half-maximal effect; nearly all actives have a fitted effect of over 60% in size
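EPAC1 100 nM, Rap1B–BODIPY-GDP 250 nM, unlabeled GDP 50 uM; compound titration; 5 min RT; kinetic read ex480/em540 at 5-min intervals ×30 min; data normalized to 6.5 mM cAMP agonist control.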
PLK1 PBD inh = PLK1 (human) polo-box domain binding inhibition. P53350. Plk1 PBD binding of FITC phosphopeptide, fluorescence polarization. Potency, µM, without a hit: max response, negative = inhibition, most hits filed as inhibitors. 360,000 compounds, 2.8% hits; also: potency is read from the fitted curve at half-maximal effect; series mostly up to about 57 µM; % is scaled to controls: 0 for no effect and ±100 for the full control effect; nearly all actives have a fitted effect of over 65% in size
EPAC1 antag = blocks human EPAC1 exchange factor; EPAC1 GEF assay, Rap1b-BODIPY-GDP exchange fluorescence; Potency, µM (highest dose often 115 µM), for the others: top-dose activity change, negative = inhibition, usual class: inhibitors; 360,000 compounds, 0.14% hits;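 also: potency is read from the fitted curve at half-maximal effect; plate controls were vehicle for no effect and positive control for full effect; nearly all actives have a fitted effect of over 50% in size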
FUS suppressor = FUS proteinopathy suppression in yeast; AID 1347120; Potency, µM (titrated, usually from 76.6 µM), for the others: at the highest dose growth rescue (activation), most hits filed as activators; S. cerevisiae FUS-expressing, growth rescue, OD600, 24 h; 390,000 compounds, 0.24% hits;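 also: potency is read from the fitted curve at half-maximal effect; plate controls were DMSO vehicle for no effect and reference control for full effect; nearly all actives have a fitted effect of over 55% in size; some results filed as inactive show a strong effect at the top dose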
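Compound concentration series was pinned onto galactose-induced FUS-expressing yeast seeded at OD 0.005. Plates sat 24hr at 30C; absorbance at 600 nm gave growth. DMSO served as background control.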
An asterisk follows results filed as active; ? = inconclusive; . = not tested or not shown; & = joins results of further samples; [ ] = remark or other dose. Unless noted, calls follow the shape of the dose curve; as a rule, active = well fitted curve in the direction sought with a large enough effect; inconclusive = small, poorly fitted or top-dose-only effect, or another doubt; inactive = no such curve, though single readings can be large; an effect the other way counts as inactive or inconclusive.

| SMILES | aSyn rescue | PI5P4K alpha inh | WRN helicase inh | Abeta yeast res | IL-2 act | EPAC1 ag | PLK1 PBD inh | EPAC1 antag | FUS suppressor |
| --- | --- | --- | --- | --- | --- | --- | --- | --- | --- |
| Cc1cc(NN)nc(NS(=O)(=O)c2ccccc2)n1 | -6% | 6 | -4% | -16% | 1.3 | 1% | -12% | -3% | 15% |
| O=C(NCc1cccs1)c1ccc2ccccc2n1 | 0% | 1 | -17% | -12% | 0.8 | 1% | -3% | -3% | 1% |
| C=CCNC(=S)NNC(=O)c1ccco1 | 1% | 1 | 4% | -12% | -0.4 | -2% | -3% | 7% | 2% |
| CCC(OC(=O)c1nsc(Cl)c1Cl)C(=O)NC(C)(C)C (stereo not given) | 6% | 18 | 11% | 7% | -0.2 | 9% | -9% | -10% | -10% |
| CC1Oc2ccccc2N(CC(=O)NCC2CCCO2)C1=O (stereo not given) | -15% | -2 | -3% | 18% | 0.7 | -4% | -8% | 13% | . |
| COc1ccccc1NCC(=O)N/N=C(\C)c1cccs1 | 0% | -17 | 9% | ? | -1.0 | -8% | 24µM* | -5% | 16% |
| COc1ccc(OC)c(C2C(C(=O)Nc3ccc(F)cc3)=C(C)Nc3nc(CCCO)nn32)c1 (stereo not given) | -2% | -4 | 11% | 0% | 0.2 | -8% | -5% | 0% | 10% |
| O=C(c1ccc(S(=O)(=O)N2CCCC2)cc1)N1CCCCCC1 | 3% | -1 | -6% | -3% | -2.4 | 7% | 3% | 7% | -38% |
| COc1cccc(C=NNC(=O)CCCC(=O)NN=Cc2cccc(OC)c2)c1 | 1% | -5 | -1% | 1% | 1.4 | 7% | 3% | -8% | . |
| Cc1nn(-c2ccccc2)c(Cl)c1C(=O)NNC(=O)c1ccncc1 | -1% | 1 | -6% | -3% | 1.1 | 10% | 1% | -27% | -13% |
| Cc1ccc(NC(=O)c2nc[nH]c2C(=O)N(C)Cc2ccccc2)cc1 | 4% | 21 | 3% | 15% | -0.6 | 0% | 3% | -18% | 35% |
| Brc1cccc(C=Nc2cccc3ncccc23)c1 | -3% | 0 | -2% | 3% | 1.1 | 2% | -1% | 6% | -3% |
| CCN(CC)c1ccc2cc(-c3nnc(-c4ccccc4)o3)c(=O)oc2c1 | -4% | 9 | -2% | -12% | 12 | ? | -10% | 99%[activator] | -13% |
| COCCn1c(C)cc(C(=O)CSc2nc(C)c(C)c(C)n2)c1C | 3% | -5 | 5% | 11% | 2.0 | -7% | ? | -24% | 42% |
| Cn1cnc2c(NCc3ccco3)ncnc21 | -11%&-2% | -1 | 1% | -12% | -0.2 | -6% | -10% | -7% | -17% |
| Cc1ccc(NC(=O)c2ccc3c(c2)N(CC(=O)NC(C)C)C(=O)C(C)(C)O3)cc1 | -1% | 3 | -15% | -16% | -0.2 | -2% | 0% | 0% | 4% |
| O=C(NC1CCCCC1)Oc1cccc2ccccc12 | 6% | -4 | 1% | -2% | 1.4 | 8% | 24µM* | 9% | ? |
| COc1ccc(-n2nc3c(c2NC(=O)c2ccco2)CS(=O)(=O)C3)cc1 | -3% | -1 | -2% | 5% | -2.0 | 1% | -23% | 8% | 14% |
| CC1(C(=O)NS(=O)(=O)c2ccc(Cl)cc2)CCN1C(=O)c1ccccc1CCc1ccccc1 (stereo not given) | -49%[inhibitor] | -2 | 1% | -21% | 0.0 | -1% | -10% | -8% | ? |
| CCOC(=O)CNC(=O)N1CCCC(N(C)CCc2ccccc2)C1 (stereo not given) | 2% | 0 | -2% | 7% | -0.5 | 8% | -6% | -5% | 4% |
| COc1cccc(NC(=O)C2CC2(c2cccc(OC)c2)c2cccc(OC)c2)c1 (stereo not given) | 4% | 25 | -7% | -4% | -2.9 | 12% | 0% | -19% | 15% |
| CC(NC(=O)CCn1nc(-c2ccc(Cl)cc2)ccc1=O)c1ccccc1 (stereo not given) | 1% | 0 | 0% | -2% | -0.3 | 0% | -3% | -2% | 6% |
| Cc1cccc(N2CC(O)=C(c3nc4ccccc4n3C)C2=N)c1 | -2% | 2 | -2% | 5% | -2.8 | 4% | -6% | -9% | 14% |
| COC(=O)c1c[nH]n2c(=O)c(C(C)C)c(C)nc12 | 2% | 3 | 3% | 1% | -1.8 | -2% | 7% | 7% | 13% |
| CCn1cc(C(=O)NCCCOC(C)C)c(=O)c2cc(S(=O)(=O)N3CCCC3)ccc21 | -6% | 1 | 1% | 7% | -0.6 | 1% | -8% | 7% | 11% |
| C[C@@H]1CC=C[C@@H]2[C@H]1C(=O)N(Cc1ccccc1)[C@H]2c1ccccc1Br | -12% | -1 | -6% | -34%[inhibitor] | 0.3 | -16% | -8% | -25% | 28% |
| Cc1csc(NC(=O)Cc2coc3cc(C)c(C(C)C)cc23)n1 | -49%[inhibitor] | 15 | -3% | -95%[inhibitor] | -0.3 | 14% | -5% | -20% | 21% |
| CCN(c1ccc(NC(=O)c2cccc(S(=O)(=O)N3CCN(C)CC3)c2)cc1)C(C)C | -8% | 9 | -19% | -5% | -0.7 | -6% | 5% | 14% | . |
| FC(F)(F)c1ccc(-c2cccc3c2C2CC3CCN2Cc2ccccc2)cc1 (stereo not given) | -2% | 22 | -7% | -1% | -0.2 | 3% | -6% | 3% | -8% |
| O=c1[nH]c(CN2CCN(c3ccc([N+](=O)[O-])cc3)CC2)nc2ccsc12 | -1% | -14 | -32%[57.1 µM] | 10% | -2.2 | -8% | -11% | -13% | -11% |

3 neighbouring compounds from above, quoted:
| SMILES | aSyn rescue | PI5P4K alpha inh | WRN helicase inh | Abeta yeast res | IL-2 act | EPAC1 ag | PLK1 PBD inh | EPAC1 antag | FUS suppressor |
| --- | --- | --- | --- | --- | --- | --- | --- | --- | --- |
| Cc1ccc(NC(=O)c2ccc3c(c2)N(CC(=O)NC(C)C)C(=O)C(C)(C)O3)cc1 | -1% | 3 | -15% | -16% | -0.2 | -2% | 0% | 0% | 4% |
| O=C(NC1CCCCC1)Oc1cccc2ccccc12 | 6% | -4 | 1% | -2% | 1.4 | 8% | 24µM* | 9% | ? |
| COc1ccc(-n2nc3c(c2NC(=O)c2ccco2)CS(=O)(=O)C3)cc1 | -3% | -1 | -2% | 5% | -2.0 | 1% | -23% | 8% | 14% |

Further structures follow.
| SMILES | aSyn rescue | PI5P4K alpha inh | WRN helicase inh | Abeta yeast res | IL-2 act | EPAC1 ag | PLK1 PBD inh | EPAC1 antag | FUS suppressor |
| --- | --- | --- | --- | --- | --- | --- | --- | --- | --- |
| O=C(O)c1cc(-c2ccccc2Cl)n(-c2ccc(F)cc2)n1 | 6% | 6 | 2% | 0% | -0.4 | 13% | ? | 11% | -19% |
| O=C(OCC(=O)N1CCCC1=O)c1ccc(Cl)cc1[N+](=O)[O-] | 5% | 5 | 5% | 3% | 0.4 | 5% | 4% | -16% | -17% |
| O=C(O)c1cccc(S(=O)(=O)Nc2ccc(O)c(Sc3nc4ccccc4s3)c2)c1 | 1% | -28 | -23% | -2% | 0.7 | -3% | 21µM* | -14% | 14% |
| Cc1cc([N+](=O)[O-])ccc1NC(=O)c1ccc(NC(=O)C(C)C)cc1 | 0% | 0 | -4% | -10% | -0.1 | -5% | -5% | 1% | 33% |
| Cc1cccc(NC(=S)NC(=O)c2ccco2)c1C | -4% | -5 | 3% | 30% | 0.0 | -11% | -2% | 0% | 3% |
| COC(=O)C1=C(C)N(CCCC(=O)O)C(=O)NC1c1cccs1 (stereo not given) | -3% | -73* | 7% | -11% | 1.3 | -34%[inhibitor] | -2% | 10% | -30% |
| O=C(CCCCCCN1C(=O)c2ccccc2C1=O)Nc1nccs1 | 1% | 0 | 13% | -6% | 0.0 | 3% | -25% | -12% | 3% |
| CC1CCc2c(sc(NC(=O)c3ccc(N4C(=O)CCC4=O)cc3)c2C(N)=O)C1 (stereo not given) | -2% | -25 | -2% | 6% | 0.0 | 9% | -2% | -30% | -22% |
| O=C(NC1=NCCS1)c1ccc(OCC2CCCO2)cc1 (stereo not given) | 2% | -2 | -9% | -1% | 0.3 | -1% | -3% | -8% | 7% |
| CCCCn1nnnc1C(c1ccccc1)N1CCN(C(C)=O)CC1 (stereo not given) | -10% | 2 | -4% | -10% | 1.2 | 5% | -5% | -27% | -14% |
| O=C(c1ccncc1)N(c1ccc2oc3c(c2c1)CCCC3)S(=O)(=O)c1ccc(F)cc1 | 7% | -5 | -7% | -9% | -0.5 | 7% | -2% | 6% | 7% |

4 structures already listed, ordered by length of the SMILES, smallest number first:
| SMILES | aSyn rescue | PI5P4K alpha inh | WRN helicase inh | Abeta yeast res | IL-2 act | EPAC1 ag | PLK1 PBD inh | EPAC1 antag | FUS suppressor |
| --- | --- | --- | --- | --- | --- | --- | --- | --- | --- |
| O=C(NC1=NCCS1)c1ccc(OCC2CCCO2)cc1 (stereo not given) | 2% | -2 | -9% | -1% | 0.3 | -1% | -3% | -8% | 7% |
| O=C(CCCCCCN1C(=O)c2ccccc2C1=O)Nc1nccs1 | 1% | 0 | 13% | -6% | 0.0 | 3% | -25% | -12% | 3% |
| CC1CCc2c(sc(NC(=O)c3ccc(N4C(=O)CCC4=O)cc3)c2C(N)=O)C1 (stereo not given) | -2% | -25 | -2% | 6% | 0.0 | 9% | -2% | -30% | -22% |
| O=C(c1ccncc1)N(c1ccc2oc3c(c2c1)CCCC3)S(=O)(=O)c1ccc(F)cc1 | 7% | -5 | -7% | -9% | -0.5 | 7% | -2% | 6% | 7% |

Some values from the list.
Under Abeta yeast res, `O=C(O)c1cccc(S(=O)(=O)Nc2ccc(O)c(Sc3nc4ccccc4s3)c2)c1` is entered as -2%
Under IL-2 act, `O=C(O)c1cc(-c2ccccc2Cl)n(-c2ccc(F)cc2)n1` is entered as -0.4
Under IL-2 act, `CC1CCc2c(sc(NC(=O)c3ccc(N4C(=O)CCC4=O)cc3)c2C(N)=O)C1` (stereo not given) is entered as 0.0
Under WRN helicase inh, `O=C(NC1=NCCS1)c1ccc(OCC2CCCO2)cc1` (stereo not given) is entered as -9%
Under Abeta yeast res, `O=C(CCCCCCN1C(=O)c2ccccc2C1=O)Nc1nccs1` is entered as -6%
Under WRN helicase inh, `COC(=O)C1=C(C)N(CCCC(=O)O)C(=O)NC1c1cccs1` (stereo not given) is entered as 7%
